Source: PubChem BioAssay
rTrxR1 inhibitor – qHTS Assay for Inhibitors of Mammalian Selenoprotein Thioredoxin Reductase 1 (TrxR1): qHTS. Thioredoxin reductase 1, cytoplasmic (Rattus norvegicus), O89049. recombinant rTrxR1, NADPH fluorescence consumption, selenite substrate. Potency, µM (series often up to 114 µM), for inactives: at the top dose activity change, negative = inhibition, usual class: inhibitors. hit rate 1% among 390,000. AID 588453, 2011; note: % is set by controls: 0 for no effect and ±100 for the full control effect; nearly all actives have a fitted effect of over 65% in size
Target sequence (O89049 whole entry, looked up): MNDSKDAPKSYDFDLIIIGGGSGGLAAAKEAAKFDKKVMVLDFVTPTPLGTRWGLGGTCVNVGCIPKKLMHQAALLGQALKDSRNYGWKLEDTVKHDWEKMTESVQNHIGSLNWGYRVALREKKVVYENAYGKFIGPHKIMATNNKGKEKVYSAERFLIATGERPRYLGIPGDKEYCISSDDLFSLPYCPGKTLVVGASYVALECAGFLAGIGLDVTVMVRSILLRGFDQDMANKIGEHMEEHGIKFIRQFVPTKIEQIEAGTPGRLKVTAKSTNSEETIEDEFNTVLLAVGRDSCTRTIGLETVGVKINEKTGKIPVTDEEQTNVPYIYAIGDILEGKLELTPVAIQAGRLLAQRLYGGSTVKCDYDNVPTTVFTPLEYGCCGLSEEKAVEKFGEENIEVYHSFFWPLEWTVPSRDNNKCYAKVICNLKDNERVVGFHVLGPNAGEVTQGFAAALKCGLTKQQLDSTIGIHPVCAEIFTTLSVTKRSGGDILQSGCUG
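Rat TrxR1 (90 nM in the dispensed reagent) was pre-reduced with 400 uM NADPH for 5 min at room temperature, then incubated with compound for 15 min. After 400 uM selenite was added, NADPH fluorescence (Ex 340/Em 450 nm) was followed for 8 min.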
Vif-APOBEC3G blk – qHTS for Inhibitors of Vif-A3G Interactions: qHTS; hit rate 0.076% among 410,000; HeLa A3G-eYFP + Vif (tagged APOBEC3G with the HIV-1 protein that degrades it), YFP fluorescence, overnight; AID 602310, 2012; Potency, µM (doses to about 46.1 µM), for inactives: top-dose activity, negative = active, usual class: inhibitors;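 note: % is set by controls: 0 for no effect and ±100 for the full control effect; nearly all actives have a fitted effect of over 60% in size; hits raise eYFP signal because A3G escapes Vif-driven loss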
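HeLa cells stably expressing Vif and C-terminally eYFP-tagged A3G, seeded overnight at 37 deg C, then exposed to compound by pintool overnight at 37 deg C. Rise in yellow fluorescence (Ex 488/Em 500-530, Acumen) marks blocked Vif-driven A3G degradation.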
TrxR1 substrate – qHTS Assay for Substrates of Mammalian Selenoprotein Thioredoxin Reductase 1 (TrxR1): qHTS; Thioredoxin reductase 1, cytoplasmic (Rattus norvegicus), O89049; purified TrxR1 substrate turnover, NADPH consumption readout; Potency, µM (series often up to 114 µM), without a hit: top-dose activity change, negative = substrate turnover; hit rate 0.01% among 390,000; AID 588456, 2011; note: % is set by controls: 0 for no effect and ±100 for the full control effect; nearly all actives have a fitted effect of over 50% in size
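Rat TrxR1, dispensed at 90 nM, was prereduced with 400 uM NADPH (final) for 5 min at ~22 deg C, then incubated with compound 15 min before 400 uM selenite. A first-read NADPH fluorescence drop versus no-compound background flagged substrates.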
USP1-UAF1 inh – Inhibitors of USP1/UAF1: Primary Screen. Ubiquitin carboxyl-terminal hydrolase 1 (Homo sapiens), O94782. recombinant USP1/UAF1, Ub-Rhodamine cleavage fluorescence. Potency, µM (doses to about 57.1 µM), for inactives: at the highest dose activity change, negative = inhibition, hits mostly inhibitors. hit rate 0.23% among 390,000; note: % is set by controls: 0 for no effect and ±100 for the full control effect; nearly all actives have a fitted effect of over 60% in size; inactives centre near -12
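In this screen, compounds sit with the deubiquitinase complex (1nM) for 15 min at room temperature before Ub-Rho is added at 150nM final. Fluorescence rise is then followed for 6 reads every 60 seconds.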
RXFP1 agonist – qHTS Assay for Agonists of the Relaxin Receptor RXFP1; Relaxin receptor 1 (Homo sapiens), Q9HBX9; HEK293T-RXFP1 cAMP TR-FRET, 30 min; response scale: percent of porcine relaxin response, buffer zero; Potency, µM (series often up to 57.5 µM), inactives show top-dose activation, hits mostly activators; hit rate 0.3% among 370,000; AID 2676, 2010; note: % is set by controls: 0 for no effect and ±100 for the full control effect; nearly all actives have a fitted effect of over 60% in size; many of its hits are not listed in these tables
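HEK293T cells stably expressing RXFP1 were pretreated with the PDE4 inhibitor Ro 20174, exposed to compounds for 30 min at 37C, lysed, and cAMP was read by TR-FRET. Data normalized to buffer (basal) and 29 nM porcine relaxin (100%).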
Vif-APOBEC3F blk – qHTS for Inhibitors of Vif-A3F Interactions: qHTS; HeLa A3F-eYFP + Vif (tagged APOBEC3F with the HIV-1 protein that degrades it), YFP fluorescence increase; Potency, µM (doses to about 46.1 µM), for inactives: top-dose activity, negative = active; hit rate 0.2% among 390,000; AID 602313, 2012; note: % of control where 0% means no effect; nearly all actives have a fitted effect of over 65% in size
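HeLa cells stably expressing Vif plus C-terminally eYFP-tagged A3F were seeded, incubated overnight at 37 deg C, dosed with compound, incubated overnight again at 37 deg C. Yellow fluorescence (Ex 488/Em 500-530) reported blocked Vif-mediated A3F-eYFP degradation.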
12-LOX inh – Primary qHTS assay for inhibitors of human arachidonate 12S-lipoxygenase (ALOX12): Round 2. Polyunsaturated fatty acid lipoxygenase ALOX12 (Homo sapiens), P18054. purified 12hLO, xylenol orange hydroperoxide absorbance. Potency, µM (doses to about 108 µM), inactives show top-dose activity change, negative = inhibition, most hits filed as inhibitors. hit rate 1.1% among 580,000. AID 1671190, 2021; note: % is set by controls: 0 for no effect and ±100 for the full control effect
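Purified human 12hLO at 150 nM in 25 mM Hepes, 0.01% Triton X-100, pH 7.0, preincubated 15 min at room temperature with compound. Reaction started with 40 uM arachidonic acid, 30 min at room temperature. Hydroperoxide measured by Fe-xylenol orange, 573/405 nm absorbance ratio.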
RGS4 inhibitor – Inhibitors of Regulator of G Protein Signaling (RGS) 4: qHTS; Transcreener GDP fluorescence polarization, RGS4-accelerated GTP hydrolysis; hit rate 0.039% among 390,000; Potency, µM (titrated, usually from 114 µM), for inactives: at the highest dose activity change, negative = inhibition, usual class: inhibitors; Regulator of G-protein signaling 4 (Homo sapiens), P49798; note: % is set by controls: 0 for no effect and ±100 for the full control effect; nearly all actives have a fitted effect of over 75% in size; some results filed as inactive show a strong effect at the top dose
Target sequence (P49798 whole entry, looked up): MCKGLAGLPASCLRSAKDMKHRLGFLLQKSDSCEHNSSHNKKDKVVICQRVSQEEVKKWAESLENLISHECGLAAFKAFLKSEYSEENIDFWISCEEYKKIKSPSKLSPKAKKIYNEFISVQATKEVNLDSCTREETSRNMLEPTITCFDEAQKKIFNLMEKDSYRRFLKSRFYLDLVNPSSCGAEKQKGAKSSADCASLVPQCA
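MLSMR compounds (23 nl, pin-transferred) preincubated 10 min at room temperature with a 500nM (2x) first reagent, then RGS4 at 900nM (2x) plus Transcreener GDP mix added; fluorescence polarization (620/688 nm) read before and after 90 min at 30 °C.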
mIDH1 inhibitor – qHTS for Inhibitors of mutant isocitrate dehydrogenase 1 (IDH1): qHTS; Isocitrate dehydrogenase [NADP] cytoplasmic (Homo sapiens), O75874; IDH1-R132H enzyme, NADPH consumption, diaphorase/resazurin fluorescence; Potency, µM (top dose mostly 76.6 µM), for the others: top-dose activity change, negative = inhibition, usual class: inhibitors; hit rate 0.093% among 390,000; AID 602179, 2012; note: % is set by controls: 0 for no effect and ±100 for the full control effect; nearly all actives have a fitted effect of over 65% in size
Target sequence (O75874 whole entry R132H, stated change not applied): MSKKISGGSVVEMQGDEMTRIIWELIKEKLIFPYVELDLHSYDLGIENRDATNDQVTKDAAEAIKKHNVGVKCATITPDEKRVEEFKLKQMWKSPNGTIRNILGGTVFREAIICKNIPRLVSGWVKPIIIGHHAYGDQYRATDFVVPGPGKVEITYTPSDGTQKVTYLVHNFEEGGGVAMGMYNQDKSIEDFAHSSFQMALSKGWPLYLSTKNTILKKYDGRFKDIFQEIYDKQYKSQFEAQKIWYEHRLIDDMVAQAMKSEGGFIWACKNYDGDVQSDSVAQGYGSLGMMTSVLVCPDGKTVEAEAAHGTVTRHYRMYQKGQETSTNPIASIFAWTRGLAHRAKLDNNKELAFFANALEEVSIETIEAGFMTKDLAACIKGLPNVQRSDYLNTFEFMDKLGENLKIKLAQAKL
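IDH1-R132H (0.5 ug/mL) preincubated 30 min with compound, then NADPH (0.016 mM) and alpha-KG (2 mM) added; 80 min at RT, pH 7.5. Remaining NADPH coupled via diaphorase/resazurin to fluorescence (540/590 nm); concentration-response curves normalized to no-enzyme control.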
Active calls of the source: *; ? = inconclusive; / = not tested or not shown; & = joins results of further samples; [ ] = remark or other dose. Calls come from the whole dose curve; as a rule, active = well fitted curve in the direction sought with a large enough effect; inconclusive = small, poorly fitted or top-dose-only effect, or another doubt; inactive = no such curve, though single readings can be large; an effect the other way counts as inactive or inconclusive. Potency is the fitted concentration of half-maximal effect.

cpd	Compound	rTrxR1 inhibitor	Vif-APOBEC3G blk	TrxR1 substrate	USP1-UAF1 inh	RXFP1 agonist	Vif-APOBEC3F blk	12-LOX inh	RGS4 inhibitor	mIDH1 inhibitor
1	COc1cc2c(cc1OC)C(C(=O)NCc1cccnc1)C(c1cccnc1)N(C)C2=O (stereo not given)	6.8%[57.1 µM]	-0.3%	5.8%[57.1 µM]	-7.2%	4.9%	3.1%	0.0%	-7.8%	-3.1%
2	COc1cccc(-n2nc(C(C)=O)c(=O)[nH]c2=O)c1	-4.7%[57.1 µM]	1.9%	-6.2%[57.1 µM]	-2.8%	0.3%	1.4%	1.4%	7.4%	4.4%
3	O=C(CN1CCOCC1)NCc1ccc(F)cc1	20.5%	1.9%	2.0%	-18.6%	-1.5%	1.8%	63.9%[activator]	-24.9%	1.7%
4	CC1(C)c2ccccc2N(CC(N)=O)C12C=Cc1ccccc1O2 (stereo not given)	-2.2%	-24.6%	-3.3%	-7.2%	1.5%	4.6%	0.0%	10.9%	-9.1%
5	CC1(C)C(=O)Nc2ccccc2N1C(=O)COC(=O)COc1cccc(C(F)(F)F)c1	-11.9%	-2.1%	-12.2%	-5.4%	-0.7%	7.7%	?	-24.6%	-0.6%
6	CC1(C)Cc2c(C#N)c(SCCOc3ccccc3)nc(N3CCOCC3)c2CO1	10.3%[57.1 µM]	-2.7%	4.1%[57.1 µM]	-4.0%	5.9%	1.0%	0.0%	24.2%	4.5%
7	Cc1cc2ccccc2n1CCNC(=O)Cc1cccc2ccccc12	13.0%[57.1 µM]	1.7%	5.3%[57.1 µM]	-21.7%	1.3%	0.0%	?	-15.8%	-11.7%
8	COC(=O)c1ccccc1NC(=O)Cn1c(=O)n(-c2ccc(Cl)cc2)c(=O)c2c(C)c(C)sc21	13.6%	-0.8%	-3.0%	-7.8%	0.4%	3.0%	-17.4%	1.7%	-8.1%
9	COc1ccc(S(=O)(=O)Nc2cc(S(=O)(=O)N3CCOCC3)ccc2OC)cc1	13.3%	1.2%	-5.2%	-14.8%	/	5.5%	3.6%	5.3%	7.2%
10	Cn1nccc1C(=O)NCc1ccc2c(c1)CCN2C(=O)c1ccc(F)cc1	-8.1%[57.1 µM]	2.9%	-12.0%[57.1 µM]	-20.1%	2.7%	-1.3%	?	6.3%	0.0%
11	Cc1ccc(NC(=O)c2cc(NC(=O)C3CC=CCC3C(=O)O)ccc2N2CCOCC2)cc1Cl (stereo not given)	-11.6%	-0.1%	-6.8%	-13.3%	-0.6%	-4.5%	-1.8%	-21.0%	6.6%
12	CCN1C(=O)c2cccc3c(S(=O)(=O)NCc4ccco4)ccc1c23	?	4.2%	51.5%[activator]	-26.7%	-1.8%	-1.4%	2.9%	?	13.8%
13	CCN1CCN(Cc2ccc(C(=O)Nc3ccc(C)c(NCc4cnc(NC(=O)OC)cn4)c3)cc2C(F)(F)F)CC1	11.0%	-0.6%&1.7%	2.6%	-13.8%&-28.8%	0.5%	-1.8%&2.0%	-26.9%&-0.4%	7.4%	1.3%&12.9%
14	CCOC(=O)N1CCN(S(=O)(=O)c2ccc3c(c2)CCN3C(=O)C2CCC2)CC1	-4.7%[57.1 µM]	0.5%	-8.1%	-11.1%	1.3%	6.3%	/	-12.3%	18.2%
15	Cc1cccc(NC(=O)CSc2n[nH]c(-c3ccncc3)n2)c1C	11.7%	-1.5%	4.7%	-20.5%	2.0%	0.1%	-13.1%	4.6%	16.0%
16	Cc1ccc(CNC(=O)C(=O)NCC2OCCCN2S(=O)(=O)c2ccc(F)cc2)cc1 (stereo not given)	9.8%	-0.8%	-5.0%	-0.1%	-0.5%	-17.9%	0.9%	17.9%	0.1%
17	CCCCN(C(=S)Nc1cccc(C)c1C)c1c(N)n(CCC)c(=O)[nH]c1=O	-6.6%	0.4%	-5.6%	-4.6%	-0.4%	6.5%	-6.6%	34.1%	-6.1%
18	COC(=O)c1cc(Br)c(=O)n(CCc2ccccc2)c1	-5.9%	0.1%	-1.0%	-4.2%	3.7%	1.0%	44.3%[activator]	-24.0%	-4.8%
19	CCOc1ccccc1CNC(=O)C1CCN(S(=O)(=O)c2cccc3nonc23)CC1	16.9%[57.1 µM]	2.0%	1.3%[57.1 µM]	-19.0%	-0.1%	-1.5%	-19.9%	12.3%	-3.5%
20	Cc1noc(C)c1C(=O)OCC(=O)Nc1ccc(S(N)(=O)=O)cc1	12.0%	7.2%	4.2%	-17.2%	-0.1%	-5.3%	-7.6%	8.0%	0.0%

(next part)
cpd	Compound	rTrxR1 inhibitor	Vif-APOBEC3G blk	TrxR1 substrate	USP1-UAF1 inh	RXFP1 agonist	Vif-APOBEC3F blk	12-LOX inh	RGS4 inhibitor	mIDH1 inhibitor
21	Oc1ccc(-c2csc(-c3c[nH]c4ccccc34)n2)c(O)c1	1.9%	?	-7.7%	-1.5%	-0.8%	-10.2%	-23.7%	-9.8%	9.1%
22	Cc1ccc(CN2CCN(Cc3cn(C)nc3-c3ccccc3)CC2CCO)o1 (stereo not given)	17.5%	-0.5%	2.7%	-18.9%	1.8%	-1.2%	3.9%	8.5%	-1.6%
23	CC(C)[C@H](NC(=O)c1ccccc1)C(=O)O	12.6%[57.1 µM]	-0.1%	-3.2%[57.1 µM]	-1.9%	2.9%	3.7%	0.0%	-18.1%	-11.1%
24	CCN(Cc1ccccc1)C(c1ccccn1)c1nnnn1C1CCCCC1 (stereo not given)	-6.8%	-2.0%	-7.3%	-3.6%	-4.1%	2.7%	3.3%	25.5%	0.6%
25	COc1cccc(N2CCN(C(=O)NC3CCCCC3)CC2)c1	-5.4%	2.0%	-7.3%	-6.8%	1.7%	-4.9%	4.0%	3.0%	-1.1%
26	CCOC(=O)c1ccc(NC(=O)CNC(=O)C23CC4CC(CC(C4)C2)C3)cc1	-2.1%[57.1 µM]	-2.2%	0.1%[57.1 µM]	-6.5%	-1.0%	-10.0%	18.8%	0.6%	-0.4%
27	CN1CCN(c2nnc(-c3ccccc3)c(-c3ccccc3)n2)CC1	15.0%[57.1 µM]	0.6%	4.4%[57.1 µM]	1.7%	5.0%	0.3%	38.7%	-21.1%	11.7%
28	CC(C)(C)c1ccc(OCCC(=O)NCCc2ccc(S(N)(=O)=O)cc2)cc1	36.0%[activator]	1.8%	2.0%	-9.8%	1.4%	3.2%	?	25.4%	-8.0%
29	Nc1cc2nn(-c3ccccc3)nc2cc1Cl	-81.4%[57.1 µM]	-9.6%	11.9%	?	10.3%	-2.0%	5.62µM*	?	12.2%
30	COc1ccccc1OCCCC(=O)Nc1ccc([N+](=O)[O-])cc1Br	11.8%[57.1 µM]	-5.8%	1.4%[57.1 µM]	-22.3%	11.9%	-5.4%	12.7%	-29.3%	-0.3%
31	COc1cc(NC(=O)c2cc(S(=O)(=O)N3CCCCC3)ccc2N2CCOCC2)cc(OC)c1OC	15.5%	-0.4%	3.1%	-18.7%	/	2.2%	7.7%	-9.2%	4.1%
32	Cc1cccc(NC(=O)CN(C)C(=O)Cc2ccc(-c3ccccc3)cc2)c1C	/	0.5%	/	-6.2%	/	-3.4%	2.9%	/	-0.7%
33	CCn1cc(-c2cc(C(F)(F)F)n3nc(C(=O)O)cc3n2)c(C)n1	-9.3%	1.3%	-2.1%	-0.7%	2.9%	0.8%	-8.8%	-39.7%	6.0%
34	O=C1Cn2c(nc3ccccc32)N1c1ccccc1F	-1.4%	2.7%	8.8%[57.1 µM]	1.1%	2.5%	4.8%	-6.9%	6.3%	-0.8%
35	COc1ccc(S(=O)(=O)N2CCC(C(=O)Nc3ccc(OC)c(OC)c3)CC2)cc1C	-3.6%	1.5%	-6.1%	-18.4%	/	6.0%	-7.9%	-24.9%	5.9%
36	Cc1cc(OC(C)C(=O)NCCCn2ccnc2)c2c(C)cc(=O)oc2c1 (stereo not given)	51.2%[activator]	1.8%	139.3%[activator]	-19.2%	-0.4%	2.2%	-7.2%&1.5%	5.4%	5.4%

Filtered by structure: the compounds so far containing a furan ring, fused or not.
cpd	Compound	rTrxR1 inhibitor	Vif-APOBEC3G blk	TrxR1 substrate	USP1-UAF1 inh	RXFP1 agonist	Vif-APOBEC3F blk	12-LOX inh	RGS4 inhibitor	mIDH1 inhibitor
12	CCN1C(=O)c2cccc3c(S(=O)(=O)NCc4ccco4)ccc1c23	?	4.2%	51.5%[activator]	-26.7%	-1.8%	-1.4%	2.9%	?	13.8%
22	Cc1ccc(CN2CCN(Cc3cn(C)nc3-c3ccccc3)CC2CCO)o1 (stereo not given)	17.5%	-0.5%	2.7%	-18.9%	1.8%	-1.2%	3.9%	8.5%	-1.6%

A portion of the library, so the mix of outcomes need not match the whole.
